FBW7 act: activators of human E3 ligase FBW7; AID 1259310; 650,000 tested, 0.13% active; Q969H0; AlphaScreen FBW7–phospho-cyclin E peptide binding, activator screen; normalized activity (activation), % at 26.1 µM; in the data active = normalized activity above about 1.9%;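 also: purified mutant Fbw7 with reduced substrate affinity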
Target sequence (Q969H0 whole entry, looked up): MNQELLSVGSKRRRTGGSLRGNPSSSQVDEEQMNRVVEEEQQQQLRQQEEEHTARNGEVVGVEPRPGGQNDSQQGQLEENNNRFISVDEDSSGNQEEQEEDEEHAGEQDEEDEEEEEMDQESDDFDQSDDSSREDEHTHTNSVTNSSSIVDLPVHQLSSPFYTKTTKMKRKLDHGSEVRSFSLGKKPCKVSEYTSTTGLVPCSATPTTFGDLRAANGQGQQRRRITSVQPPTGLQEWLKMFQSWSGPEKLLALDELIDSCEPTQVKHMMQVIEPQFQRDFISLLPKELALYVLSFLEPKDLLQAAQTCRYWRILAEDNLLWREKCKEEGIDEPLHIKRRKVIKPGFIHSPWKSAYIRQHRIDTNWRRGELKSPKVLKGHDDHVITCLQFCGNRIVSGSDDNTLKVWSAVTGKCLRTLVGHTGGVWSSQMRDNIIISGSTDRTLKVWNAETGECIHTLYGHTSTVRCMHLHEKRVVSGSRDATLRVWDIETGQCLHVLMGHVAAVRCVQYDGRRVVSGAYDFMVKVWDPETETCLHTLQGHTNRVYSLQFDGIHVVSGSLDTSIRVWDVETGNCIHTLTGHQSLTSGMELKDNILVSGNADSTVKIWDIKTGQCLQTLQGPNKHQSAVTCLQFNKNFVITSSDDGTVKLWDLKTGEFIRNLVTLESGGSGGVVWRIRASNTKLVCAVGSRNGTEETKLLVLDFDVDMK
TEAD-YAP block: TEAD-YAP interaction inhibition | HEK-TIYL cells, TEAD-Gal4/YAP UAS-luciferase luminescence | inhibition, % at 9.12 µM | 640,000 tested, 1.4% active | AID 1259422; in the data active = inhibition above about 32%;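 also: 0% = median of test compound wells and 100% = reference inhibitor wells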
GPR151 ag: activators of human GPR151; Q8TDV0; PathHunter beta-arrestin GPR151 cells, luminescence; activation, % at 11.2 µM; 650,000 tested, 1% active; in the data active = activation above about 4.9%;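 also: 0% = median of compound wells and 100% = cells with positive control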
MITF primary: blocks human microphthalmia-associated transcription factor; O75030; AlphaScreen MITF homodimerization, bead proximity signal; 650,000 tested, 0.91% active; inhibition, % at 2.6 µM; in the data active = inhibition above about 50%;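 also: 0% = vehicle wells with protein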
Starred values were filed as active, the others as inactive; x = no result given; & = joins results of further samples.

structure	FBW7 act	TEAD-YAP block	GPR151 ag	MITF primary
C/C(=C/c1ccccc1)C(=O)Nc1ccc(S(=O)(=O)Nc2nccs2)cc1	0.1	-9	-1.2	14
COc1ccc(CCNC(=O)C(=O)NCCc2c[nH]c3ccccc23)cc1OC	0.3	3	0.6	2
COc1ccc(CN2C(=O)C(=O)c3cc(Br)cc(C)c32)cc1OC	0.0	13	0.8	-1
COc1ccc(C2CC(C(F)(F)F)n3nc(C(=O)Nc4cccc(Cl)c4)cc3N2)cc1 (centres undefined)	0.1	7	1.2	8
CCOc1ccc2nc(N(Cc3ccncc3)C(=O)Cc3ccc(F)cc3)sc2c1	-0.1	0	-0.5	-19
CSc1ccc(/C=N/n2c(C)nnc2C)cc1	0.1	4	0.1	9
COC(=O)c1ccc(-n2c(C)cc(C(=O)CSc3nnc(C)s3)c2C)cc1	-0.2	0	0.7	7
O=C1C(=O)N(CCCO)C(c2ccc(Cl)cc2)/C1=C(/O)c1ccccc1 (centres undefined)	0.1	3	-0.7	22
CC(C)OC(=O)CS(=O)(=O)c1ccc(S(C)=O)cc1[N+](=O)[O-] (centres undefined)	-0.1	-8	0.9	-4
COc1cc(C[C@H]2COC(=O)[C@@H]2Cc2ccc(O)c(OC)c2)ccc1O	x	x	0.9	3
CC1=NN(c2ccc(Cl)cc2)C(=O)C12CC(C)=C(C)CS2 (centres undefined)	0.0	0	0.2	-4
Cn1c(Nc2ncc(C(=O)NCc3ccccc3)s2)nc2ccccc21	-0.1	1	-1.5	8
COCCC(=O)NC(C)c1nnc2n1CCN(Cc1ccccc1)CC2 (centres undefined)	-0.1	-4	0.0	6
CC[C@@H](Cn1ncc2ccccc2c1=O)NC(=O)C(C)c1nn(CC)c(=O)c2ccccc12 (some centres undefined)	0.1	6	-0.2	-4
Cc1nc2ccccc2nc1OCC(=O)c1cc(C)n(Cc2ccco2)c1C	0.1	-9	-1.1	11

Remaining list, next part
structure	FBW7 act	TEAD-YAP block	GPR151 ag	MITF primary
O=C(CCOc1ccccc1)Nc1cnn(CC(=O)N2CCc3c(Cl)cccc3C2)c1	0.2	15	0.2	14
Cc1c(N=Cc2ccc[nH]2)cccc1[N+](=O)[O-]	-0.1	4	1.7	4
O=C1c2ccccc2C(=O)c2c1ccc(C(=O)N1CCCC1)c2NCCO	-0.6	4	2.5	15
CCOc1ccc(NC(=O)Cc2c(C(=O)O)[nH]c3ccccc23)cc1	0.2	-5	-0.6	0
O=c1[nH]c2cc3c(cc2cc1CN(CCCO)S(=O)(=O)c1ccccc1)OCCO3	-0.2	-7	1.2	-39
COc1ccccc1-c1nnc2sc(CCc3ccccc3)nn12	-0.1	7	-1.5	17
COCCNC(=O)c1ccc2c(c1)N(Cc1ccccc1F)C(=O)c1ccccc1S2	0.6	-8	0.6	-7
NC(=O)c1c(Cl)nsc1SCc1ccccc1	0.0	-60	0.0	-2
Nc1cc(C2CCCNC2)nc2cc(-c3ccc(F)cc3)nn12 (centres undefined)	-0.3	-5	1.3	-5
CCC(=O)N[C@@H]1c2ccccc2C2(CCN(C)CC2)[C@H]1OC	0.6	-5	-0.4	11
CCN1CCN(c2ccc(N=Cc3cc(OC)ccc3O)cc2)CC1	-0.4	5	-1.5	-6
NC[C@@H]1O[C@H](C23CC4CC(CC(C4)C2)C3)Cc2c1ccc(O)c2O	-0.2&-0.2	-6	1.9&-0.1	-11&5
COc1ccc(C2Nc3ccc(C(C)=O)cc3C3C=CCC32)cc1[N+](=O)[O-] (centres undefined)	-0.4	13	0.2	9
COc1ccc(N=Cc2ccc(O)c(O)c2O)cc1Cl	-0.3	1	-1.1	46
Cc1cccc(NC(=O)c2cc3c(=O)[nH]c4ccccc4c3s2)n1	0.0	-2	-0.2	12

Next section
structure	FBW7 act	TEAD-YAP block	GPR151 ag	MITF primary
CC(=O)c1ccc(NC(=O)c2ccc([N+](=O)[O-])cc2Cl)cc1	0.0	-20	0.3	2
CCCc1[nH]n(-c2ccc(F)cc2)c(=O)c1C=NCCN1CCNCC1	-0.1	-3	-0.1	5
CC1Oc2nc3ccccc3cc2CN(Cc2ccc3c(c2)OCO3)C1=O (centres undefined)	-0.1	-4	0.8	2
Cc1ccc(OCCNC(C)CO)c(C)c1 (centres undefined)	-0.2	-8	-1.1	19
Cc1ccc(F)c(NS(=O)(=O)c2cccc([N+](=O)[O-])c2)c1	0.0	13	-0.8	8
Cc1cc(NC(=O)c2ccc(-c3cccc(Cl)c3)o2)ccc1-c1cc2ccccc2oc1=O	0.7	-1	-1.3	-9
CCOC(=O)COc1ccc(C2C3=C(CC(C)(C)CC3=O)OC3=C2C(=O)CC(C)(C)C3)cc1OC	0.0	-2	0.0	8
CC(=O)c1ccc(N2CCN(C(=O)c3ccccc3)CC2)cc1	-0.2	-7	0.7	13
O=C(CNC(=O)c1ccccc1)OCC(=O)c1ccccc1	0.1	6	3.2	10
CCC(=O)Nc1c2c(nn1-c1ccc([N+](=O)[O-])cc1)CS(=O)(=O)C2	0.1	7	1.0	5
Cc1cc(OCC(=O)N2CCN(c3ccccc3)CC2)ccc1Br	0.3	10	0.8	4
O=C1NC(=O)C2(COC(c3ccccc3)OC2)S1 (centres undefined)	0.0	-10	-2.1	0
CCOc1cc(/C=C2/NC(=O)NC2=O)c(Br)cc1O	-0.2	44*	-0.4	-28
COc1ccc(/C(C)=N\NC(=O)c2ccccc2[N+](=O)[O-])c(OC)c1	-0.2	-13	-1.3	2
O=C(NC(=S)NCCN1CCOCC1)c1ccc(Cl)cc1Cl	0.1	8	1.1	4

Later entries:
structure	FBW7 act	TEAD-YAP block	GPR151 ag	MITF primary
CCN(CC)C(=O)C1CCCN(c2nc(NCCCN3CCCC3=O)c3ncn(-c4ccccc4)c3n2)C1 (centres undefined)	-0.1	36*	2.6	8
CCOc1cc(CN2CCN(Cc3ccc4c(c3)OCO4)CC2)ccc1O	-0.1	-8	-0.5	75*
COC(=O)c1ccc(COC(=O)COc2ccccc2C)cc1	0.1	9	0.1	-9
COc1ccc(CNC(=O)CCCCCn2c(SCc3cc(=O)n4ccccc4n3)nc3cc4c(cc3c2=O)OCO4)cc1	0.0	4	0.1	-5
O=C(OCCN1CCOCC1)c1ccccc1Br	0.1	-1	0.5	4
CCOc1ccc(-c2csc(NC(=O)c3ccc([N+](=O)[O-])s3)n2)cc1	0.0	4	0.3	1
CC(C)(C)c1ccc(OCC(O)CN(CCO)CCO)cc1 (centres undefined)	0.2	-19	-0.4	12
COc1ccc2nc(N)sc2c1	0.0	3	-2.7	3
Cc1cccnc1NC(=O)c1c(O)c2c([nH]c1=O)CCCC2	0.1	-36	1.2	10
CC1CCc2c(sc(NC(=O)COc3ccccc3)c2C#N)C1 (centres undefined)	0.2	-39	-0.8	3
COc1ccc(NC2=CC(=O)CC2)cc1	0.0	3	-1.2	-2
CCN(CC)C(=O)C1CCCN(c2nc(Nc3ccc(NC(C)=O)cc3)c3cc(OC)c(OC)cc3n2)C1 (centres undefined)	0.5	8	-1.8	-3
COCCOC(=O)C1=C(C)NC2=C(C(=O)CCC2)C1c1ccc(Br)cc1 (centres undefined)	0.3	2	-1.8	6
Cc1ccccc1C1(CC(=O)N(C)Cc2ccco2)CC(=O)N(Cc2ccccc2)C1=O (centres undefined)	-0.3	-55	-1.4	2
Cc1ccc(C(=O)O/N=C(\N)c2ccc(I)cc2)cc1C	0.1	0	-0.8	12

Record cards, from the list above. Values in the order: FBW7 act	TEAD-YAP block	GPR151 ag	MITF primary
COc1ccc(CCNC(=O)C(=O)NCCc2c[nH]c3ccccc23)cc1OC is entered as 0.3	3	0.6	2
CC(C)OC(=O)CS(=O)(=O)c1ccc(S(C)=O)cc1[N+](=O)[O-] (centres undefined) is entered as -0.1	-8	0.9	-4

Grouped by structure, the compounds so far with two or more sulfur atoms
structure	FBW7 act	TEAD-YAP block	GPR151 ag	MITF primary
C/C(=C/c1ccccc1)C(=O)Nc1ccc(S(=O)(=O)Nc2nccs2)cc1	0.1	-9	-1.2	14
COC(=O)c1ccc(-n2c(C)cc(C(=O)CSc3nnc(C)s3)c2C)cc1	-0.2	0	0.7	7
CC(C)OC(=O)CS(=O)(=O)c1ccc(S(C)=O)cc1[N+](=O)[O-] (centres undefined)	-0.1	-8	0.9	-4
NC(=O)c1c(Cl)nsc1SCc1ccccc1	0.0	-60	0.0	-2
CCOc1ccc(-c2csc(NC(=O)c3ccc([N+](=O)[O-])s3)n2)cc1	0.0	4	0.3	1

(continued)
structure	FBW7 act	TEAD-YAP block	GPR151 ag	MITF primary
O=C1C(Cl)=C(N=CC(O)C(O)C(O)C(O)CO)C(=O)c2ccccc21 (centres undefined)	-0.3	-11	0.7	10
COc1ccc(OC)c(C2C(C(C)=O)=C(O)C(=O)N2Cc2ccco2)c1 (centres undefined)	0.0	-11	0.5	2
CCCNC(=O)CN(Cc1ccccc1)S(=O)(=O)c1ccc(Br)cc1	0.1	1	1.2	10
COC(c1ccccc1)c1nnc(CCC(=O)N(C)CCCC2CCCC2)o1 (centres undefined)	-0.1	-5	-0.6	4
CCCC(c1nnnn1C(C)(C)C)N(CCO)Cc1cc2ccc(C)cc2[nH]c1=O (centres undefined)	0.1	9	0.1	15
CC(C)(C)c1ccc(-c2csc(NC(=O)c3ccc(Oc4ccccc4)cc3)n2)cc1	-0.1	-8	-0.7	3
CCOC(=O)c1c(C)oc2c1c1c(c3ccccc32)OCN(CCCN2CCOCC2)C1	0.1	-64	-0.4	12
N#Cc1cccc(-c2nnc(SCC(N)=O)o2)c1	0.1	-4	-0.5	9
CCc1nc(SCC(=O)N2CCCCC2)c2c(C)c(C)sc2n1	0.2	-4	0.1	-3
O=C(O)c1cccc(-n2c(=S)[nH]c3ccc(F)cc3c2=O)c1	-0.1	4	-0.3	4
CCOc1ccccc1CN1CCC(C2(CCC(C)C)NC(=O)NC2=O)CC1 (centres undefined)	-0.1	-1	1.6	4
OCCNC(=S)NC12CC3CC(CC(C3)C1)C2	0.1	-3	0.4	-3
CCOC(=O)CNC(=O)Nc1nnc(-c2ccccc2)o1	-0.2	-5	-0.1	1
CN(Cc1cscn1)C(=O)C1CC12CCN(Cc1ccc3ccccc3c1)CC2 (centres undefined)	-0.1	-7	-0.6	-6
Cc1ccc2nc(-c3cccnc3)cc(C(=O)Nc3ccccc3[N+](=O)[O-])c2c1	0.3	7	0.8	7

(continued)
structure	FBW7 act	TEAD-YAP block	GPR151 ag	MITF primary
Cn1ccc2cc(-c3cc(NCc4cccc(C(F)(F)F)c4)nc(N)n3)ccc21	-0.2	-1	1.8	5
C=CCNC(=S)Nc1ccc(S(=O)(=O)Nc2ncccn2)cc1	0.2	7	-0.2	6
CCOC(=O)c1cnc2ccc(OC)cc2c1Nc1ccccc1OC	0.0	-6	-0.8	-17
O=C(Cn1cnc2ccccc2c1=O)Nc1ccc2c(c1)oc1ccccc12	-0.1	-9	-1.1	9
NC(=O)Cn1nc(-c2cccs2)n(-c2ccncc2)c1=O	1.2	-1	-0.3	13
CC(C)(C)NC(=O)CN1C(=O)C(C)(C)Oc2ccc(C(=O)NC3CCCC3)cc21	0.0	6	-0.5	-2
CN1C(=O)C(c2ccccc2)c2cc(Cl)ccc21 (centres undefined)	0.2	7	0.2	7
CCCN(CC(=O)NC(=O)NC1CCCCC1)CC(=O)Nc1ccc(F)c(F)c1F	0.0	8	0.3	-4
Cc1cnn(C)c1C(=O)Nc1nnc(C2CCCCC2)o1	-0.6	17	0.0	24
Cc1cccnc1NS(=O)(=O)c1ccc(CN2C(=O)c3cccnc3C2=O)cc1	-0.1	-3	6.0*	10
CCCOC(=O)C1=C(C)NC2=C(C(=O)CC(c3ccc(Cl)cc3)C2)C1c1cc2c(cc1[N+](=O)[O-])OCO2 (centres undefined)	0.0	5	-0.5	-9
Cc1c(Cl)cccc1NC(=O)CSc1n[nH]c(N)n1	-0.1	24	0.5	4
Nc1nnnn1/N=C/c1cc(Br)ccc1O	0.1	-6	1.7	19
CN(C)C(=O)Cc1c[nH]c2ccccc12	0.2	-2	0.9	5
COc1cc(NC(=O)c2nn3c(C(F)(F)F)cc(-c4ccccc4)nc3c2Br)cc([N+](=O)[O-])c1	0.0	1	-0.7	3

Screening data as filed in PubChem.

Random draw from the library; overall some 3.4% were active at least once.
